# All columns: NCI-60 one-dose screen, growth in % after 48 h at 10 µM unless noted; 100 = growth as untreated, 0 = no growth, -100 = all killed.
# SNB-75: SNB-75 CNS cancer; actives 5% (n = 79,000)
# KM12: KM12 colon cancer cells; actives 5% (n = 82,000); AID 1794800
# HCC-2998: HCC-2998 colon cancer; actives 4.7% (n = 79,000); AID 1794799
# SNB-19: SNB-19 CNS cancer cells | AID 1794751 | actives 2.5% (n = 81,000)
# U251: U251 CNS tumor cells; actives 5.4% (n = 80,000)
# SF-268: SF-268 CNS cancer cells; actives 3.1% (n = 82,000)
# SF-539: SF-539 CNS cancer; AID 1794752; actives 6.8% (n = 81,000)
# HCT-116: HCT-116 colon cancer | actives 7.3% (n = 82,000) | AID 1794798
# SF-295: SF-295 CNS cancer cells; actives 5.6% (n = 79,000)
# Numbers without * were called inactive; . = no result given; & = joins results of further samples; [ ] = dose if it differs, or a comment. The calls were made as follows: active = growth percent below 10; inactive = the rest.
SMILES,SNB-75,KM12,HCC-2998,SNB-19,U251,SF-268,SF-539,HCT-116,SF-295
CO[C@H](C(=O)NC1C(O)OC(CO)C(O)C1O)[C@@H]1Cc2cc3cc(OC4CC(OC5CC(O)C(O)C(C)O5)C(O)C(C)O4)c(C)c(O)c3c(O)c2C(=O)[C@H]1OC1CC(OC2CC(OC3CC(C)(O)C(O)C(C)O3)C(O)C(C)O2)C(O)C(C)O1 (some centres undefined),76.4,92.4,96.0,87.9,82.4,89.4,100.6,95.9,80.9
COc1ccc(-c2nc(SCC(C)C)nc(N3CCN(C)CC3)c2C#N)cc1,74.4,93.3,103.0,86.2,85.7,82.8,82.8,80.7,94.2
C(=C\c1ccncc1)/c1ccccc1,.,100.5,103.7,96.3,80.8,93.0,103.6,109.9,84.9
COc1ccc(-c2nc3c(c(C)nn3-c3ccc(F)cc3)c(=O)[nH]2)cc1,11.1,84.4,98.4,75.0,44.0,78.9,87.0,48.5,68.1
CO[C@H]1O[C@@H]2COC(=O)CCc3ccccc3C(=O)[C@H]2CC1(OC)OC,113.8,99.9,94.1,102.5,98.6,98.2,105.6,100.7,96.6
COc1ccc2c(c1OC)C(=O)OC2C1c2c(c(COC(=O)C(Cc3ccccc3)NC(=O)OC(C)(C)C)c3c(c2OC)OCO3)CCN1C (centres undefined),88.7,99.1,97.4,96.7,102.5,91.8,98.1,87.6,110.6
CC(C)(C)c1ccc(-c2nnc(-c3nc4ccccc4nc3Cl)o2)cc1,96.4,65.8,98.5,95.8,98.2,42.0,93.8,14.2,103.1
CC(C)(C)c1ccc(C(=O)C2CC2)cc1,95.4,105.1,114.2,101.7,110.9,.,104.0,113.3,100.1
CCOC(=O)c1cnc2ccc(C)cc2c1Nc1cccc(NS(C)(=O)=O)c1,.,37.2,109.9,106.8,102.5,93.5,96.5,95.5,90.0
C=C(C)[C@@H]1C/C=C(\COC(=O)[C@H](OC(C)=O)C(NC(=O)c2ccccc2)c2ccccc2)CC[C@H]2O[C@]2(C)CC/C=C(\C)CC1 (some centres undefined),57.5[5 µM],69.1[5 µM],75.5[5 µM],80.2[5 µM],71.4[5 µM],78.9[5 µM],81.1[5 µM],42.7[5 µM],73.7[5 µM]
CCOC1=C(C#N)C(Nc2ccc(S(N)(=O)=O)cc2)=C(C#N)C(Cl)N1 (centres undefined),85.7,103.3,106.3,94.0,110.7,102.4,94.9,103.9,103.0
CCCCc1oc2ccccc2c1C(=O)c1cc(I)c(OCCN(CC)CC)c(I)c1,12.5,-47.6*,-88.5*,-60.6*,-86.3*,30.8,-19.0*,-61.4*,-66.7*
COC(=O)c1ccc(NC2=C/C(=N/S(=O)(=O)c3ccc(C(=O)O)cc3)c3ccccc3C2=O)cc1,171.5,51.1,104.8,88.6,2.7*,37.7,-83.1*,5.3*,91.5
CCC(=O)N1N=C(c2ccc(-n3ccc(C(F)(F)F)n3)c(C)c2)CC1c1ccc[nH]1 (centres undefined),105.4,97.7,111.8,98.2,84.6,109.1,101.0,95.5,97.9
Oc1c(I)cc(I)c2cccnc12,85.3,64.6&102.0,74.6&92.9,47.4&90.7,29.3&78.7,68.1&93.9,64.0&117.9,25.4&85.9,22.4&93.0
CC[C@H]1OC(=O)[C@H](C)[C@@H](O[C@H]2C[C@@](C)(OC)[C@@H](O)[C@H](C)O2)[C@H](C)[C@@H](O[C@@H]2O[C@H](C)C[C@H](N(C)C)[C@H]2O)[C@](C)(O)C[C@@H](C)/C(=N\OCOCCOC)[C@H](C)[C@@H](O)[C@]1(C)O,89.8,103.9,105.2,104.9,100.5,108.1,98.6,97.7,98.7
COc1ccc(-c2cc(C(=O)N3N=C(c4ccc(N)cc4)CC3c3cc(-c4ccccc4)nn3-c3ccccc3)c3ccccc3n2)cc1 (centres undefined),81.1,99.3,104.2,99.7,93.1,88.4,106.2,91.4,105.4
Cc1cc(=O)oc2cc(OCCOc3ccc(/C=C/C(=O)Nc4ccccc4)cc3)ccc12,107.1,100.6,104.1,95.9,102.3,98.0,97.5,95.8,99.0
Cc1ccc(NC(=O)c2ccc(CN3CCN(C)CC3)c(I)c2)cc1Oc1ccc(-c2[nH]nc3ncnc(N)c23)cc1,100.3,20.7,108.0,96.5,-59.8*,90.3,67.5,-26.6*,78.4
COc1ccc(/C=C/c2cc(-c3ccc(OC)c(OC)c3)c3sc(=O)[nH]c3n2)cc1OC,95.3,94.0,104.0,83.3,89.9,100.3,97.7,96.3,88.5
Nc1ncnc2c1ncn2C1OC(COP(O)(=S)OC2C(CO)OC(n3ccc(=O)[nH]c3=O)C2F)C(O)C1F (centres undefined),102.7,101.1,105.1,112.6,103.2,101.0,101.9,83.2,104.8
COc1ccccc1Nc1nnc(C(=O)c2c[nH]c3ccccc23)o1,98.5,81.8,85.0,101.8,101.4,89.9,100.5,78.3,112.7
CN(C)c1ccc(N=C2C=CC(=O)c3ccccc32)cc1,84.7,54.8,67.3,70.7,87.5,73.9,88.7,78.4,60.5
O=C(Nc1nccs1)c1ccc2ccc3ccc(C(=O)Nc4nccs4)nc3c2n1,79.8,80.0,80.2,91.8,94.6,103.4,91.5,93.5,90.5
COC(=O)[C@]12CC[C@@H](C)[C@H](C)[C@@H]1C1=CC[C@@H]3[C@@]4(C)C(c5cnco5)=C[C@@](C)(CO)C4=CC[C@@]3(C)[C@]1(C)CC2,77.1,37.2,45.5,65.7,61.8,63.0,66.4,22.6,31.2
O=S(=O)(Oc1ccc(-c2cn3ccoc3n2)cc1)c1ccc(F)cc1,104.9,104.5,105.1,102.0,92.3,103.4,94.9,99.1,91.2
N#Cc1ccc(C(=O)CSc2nc3c(c(Nc4ccc(S(N)(=O)=O)cc4)n2)CCCC3)cc1,85.6,100.9,113.1,88.4,94.0,93.9,90.0,100.0,100.5
O=C(CSc1ccc(-c2nc3ccccc3[nH]2)cn1)N1CCN(c2ccccc2F)CC1,.,68.8,96.5,89.8,90.5,87.7,92.1,68.1,61.4
Cc1cc(=O)n(Cc2ccco2)c(=S)[nH]1,99.1,104.5,107.5,97.3,94.6,99.4,95.1,98.2,.
C=C(C)[C@@H]1CC[C@]2(C(=O)N3CCN(C)CC3)CC[C@]3(C)[C@H](CC[C@@H]4[C@@]5(C)CCC(=O)NC(C)(C)[C@@H]5CC[C@]43C)[C@@H]12,91.0,94.6,97.8,96.4,84.4,83.6,87.4,60.1,84.6
Cc1ccc(-c2cc(Cc3cccs3)c(=O)n(Cn3cncn3)n2)cc1,97.3,118.5,109.6,109.3,95.6,111.9,97.8,117.3,101.3
O=C(O)Cc1c(-c2ccccc2)nc(=S)[nH]c1-c1[nH]c(=S)nc(-c2ccccc2)c1CC(=O)O,94.0,104.7,113.9,.,106.3,100.3,89.4,99.7,96.1
CC(C)CSc1nc(Nc2ccccc2)c(C#N)c(-c2ccc(F)cc2)n1,-16.2*,73.2,69.1,5.6*,-32.5*,37.7,22.4,7.9*,16.2
COc1ccc(/C=N/Nc2nc(-c3ccc(F)cc3)c(C#N)c(N3CCOCC3)n2)cc1O,76.0,92.1,107.0,91.0,80.0,99.0,76.0,97.2,98.6
O=C(O)c1ccc(NC(=O)c2ccc(-n3c(=O)[nH]c4ccccc4c3=O)cc2)cc1,100.8,101.9,104.1,99.9,104.9,110.3,96.5,103.0,104.5
O=c1cc(C2NCCc3c2[nH]c2ccccc32)c2c(ccc3ccccc32)o1 (centres undefined),51.6,63.5,78.1,88.3,66.1,85.9,79.4,42.0,81.8
O=C(CCCCCC1CCCCC1)OCc1ccccc1,99.9,94.6,99.0,99.3,98.0,99.4,104.9,99.2,107.3
O=C(O)c1cn(C2CC2)c2cc(N3CCN(C(=O)N4CCCCC4)CC3)c(F)cc2c1=O,87.9,109.4,106.0,98.3,106.9,96.4,102.8,102.4,98.3
Nc1ncnc(N)c1NC(=O)c1ccccc1,111.7,106.5,100.3,109.1,100.7,102.5,115.7,102.5,.
Cc1nn(-c2ccc(Cl)cc2)c2c1C(c1ccccc1)C(C#N)=C(N)O2 (centres undefined),66.0,98.2,104.3,95.3,96.9,98.2,100.0,94.6,104.0
O=C(/C=C\c1ccc(Br)cc1)c1ccccc1,99.9,61.0,94.5,88.5,62.4,100.3,90.1,53.0,90.4
Cc1ccc(C)c2c1SC1=NNC(Oc3ccc(Cl)cc3)=C(C#N)C(=N)N12,92.2,109.2,105.3,110.2,98.4,112.9,103.1,107.9,93.7
O=C1CSC(=S)N1/N=C/c1c[nH]c2ccc(Br)cc12,83.0,101.7,113.0,102.5,.,98.5,99.7,104.5,98.9
COc1cc2c(O)n(CCCN3CCOCC3)c3c4cnc5cccc(c(=O)c3c2cc1OC)c54,38.9,46.3,59.2,19.4,16.9,33.1,24.5,27.9,17.1
COC1OC2COC(c3ccccc3)OC2C(OC(C)=O)C1OC(C)=O (centres undefined),87.1,112.2,96.8,119.2,105.4,107.6,111.2,100.3,126.1
Cc1ccc(NC(=O)Nc2cc(C(C)C)ccc2C)cc1,94.4,98.2,90.1,95.1,90.1,105.0,102.2,100.8,91.8
CC1=C(C#N)C2=NNCC(c3ccccc3)=NN2C(c2ccccc2)=C1,.,106.6,117.6,97.3,96.2,133.9,102.4,101.4,103.4
OC1CCSc2ccc3ccccc3c21 (centres undefined),102.2,110.1,106.4,103.3,100.9,107.2,90.9,93.1,96.0
CCOC(=O)CNC(=O)CN(CC(=O)OC)C(=O)[C@@]1(C)CCC[C@]2(C)[C@H]3C[C@H]4C(C(C)C)=C[C@]3(CC[C@H]21)[C@@H]1C(=O)CCC(=O)[C@@H]14,95.3,100.8,94.8,94.9,100.4,95.3,100.4,90.5,92.8
COc1ccc(Nc2ncccc2NC(=O)/C=C/c2ccc(Cl)cc2)cc1,85.6,100.9,103.4,65.6,43.2,85.0,101.5,97.3,98.2
CN(C)c1ccc(/C=N/Nc2ncc(C(N)=O)c(N)n2)cc1,83.6,98.1,96.1,87.1,91.3,84.9,105.0,88.4,102.4
CCOC(=O)C1=C(C)NC(SCc2nnc(-c3ccc(Cl)cc3)o2)=NC1c1ccccc1 (centres undefined),92.2,89.7,96.3,88.3,78.8,92.6,93.7,63.3,76.6
COC(=O)c1ccc2c(c1)nc(-c1ccc(O)c(OC)c1)n2-c1cc(C(C)(C)C)[nH]n1,110.6,96.9,115.1,101.2,93.3,104.4,105.0,93.5,.
Nc1ncnc2c1N=C(c1ccc3c(c1)OCO3)CC(c1cccc(Nc3ccnc4cc(C(F)(F)F)ccc34)c1)N2 (centres undefined),76.9,50.1,90.6,77.3,37.4,83.6,98.9,70.3,87.6
C=CCOC(=O)CCC(C)(CCC(=O)OCC=C)C(C)=O,109.5,106.7,92.4,102.8,98.8,102.1,95.2,104.2,93.0
CCN(CC)CCCOc1cc([N+](=O)[O-])ccc1C#N,105.8,92.0,107.4,102.5,103.6,98.6,93.8,97.1,95.7
Cc1cnoc1C(=O)Nc1nn(Cc2ccc(C(F)(F)F)cc2)c2ccccc12,81.0,93.7,.,92.8,80.5,92.7,104.7,83.2,97.7
O=C(N/N=C/c1cc(O)c(O)c(O)c1)c1ccc2nc(-c3ccc(Cl)cc3)[nH]c2c1,90.1,86.9,85.0,79.8,56.0,43.6,70.5,94.2,87.9
CNC(=O)c1nc(Nc2ccc(NC(=O)Nc3ccc(Cl)cc3)cc2)c2ccccc2n1,85.5,103.9,103.3,104.3,101.7,109.1,94.0,103.1,103.7
N#CCC(=O)NN=C1CCCCC1,99.3,104.9,100.5,105.4,.,102.1,101.6,100.6,95.9
# Next structures:
SMILES,SNB-75,KM12,HCC-2998,SNB-19,U251,SF-268,SF-539,HCT-116,SF-295
Cc1ccc(C(O)(c2nc3ccccc3s2)c2nc3ccccc3s2)cc1,97.5,101.5,94.7,96.4,98.8,100.3,105.0,.,94.1
COC(=O)[C@@H]1C(=O)[C@H](C)CC2[C@@]3(C)CC[C@H](O)C(C)(C)C3CC[C@]21C (some centres undefined),92.5,103.2,113.0,100.0,99.8,97.3,105.0,106.0,100.9
COc1ccc(C2=NN(c3ccccc3)C(c3sc(N(C)Cc4ccccc4)nc3Cl)C2)cc1 (centres undefined),86.4,87.3,94.4,108.5,95.2,87.0,105.2,84.4,94.9
COc1ccc(-c2nn(-c3ccccc3)cc2/C=C2\SC(=Nc3ccc(Cl)cc3)NC2=O)cc1,105.0,103.5,115.4,96.2,101.2,101.9,97.4,87.8,98.0

# Source: PubChem BioAssay
